NPY2 pot ag = potentiators or agonists of human neuropeptide Y receptor Y2. P49146. cells expressing NPY-Y2, potentiator/agonist read-out. activation, % at 3.6 µM. 220,000 tested, 0.45% active. AID 1359; in the data active means activation above about 27%;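 further: cells stimulated with NPY near EC25 plus isoproterenol at EC100; 0% = vehicle plus submaximal agonist and 100% = vehicle plus saturating agonist; some results beyond the cut were filed as inactive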
BaF3 tox = reduces parental Ba/F3 cell viability, JAK2V617F counter-screen | 220,000 tested, 1.1% active | CellTiter-Glo ATP luminescence | inhibition, % at 5.6 µM | AID 1486;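 active means inhibition above a per-campaign cutoff, the mean inhibition of all tested compounds plus 3 SD, cut at about 27% in these data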;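 further: 0% = DMSO wells and 100% = JAK Inhibitor I control wells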
NPY-Y1 PAM-ag = potentiators or agonists of human neuropeptide Y receptor Y1 | activation, % at 3.6 µM | AID 1304 | P25929 | NPY-Y1 expressing cells, potentiator/agonist activation | 220,000 tested, 0.37% active; in the data active means activation above about 33%, passing the limit was not always enough;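 further: cells stimulated with NPY at EC10 then isoproterenol at EC100; 0% = low agonist plus stimulus and 100% = saturating agonist plus stimulus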
Target sequence (P25929 whole entry, looked up): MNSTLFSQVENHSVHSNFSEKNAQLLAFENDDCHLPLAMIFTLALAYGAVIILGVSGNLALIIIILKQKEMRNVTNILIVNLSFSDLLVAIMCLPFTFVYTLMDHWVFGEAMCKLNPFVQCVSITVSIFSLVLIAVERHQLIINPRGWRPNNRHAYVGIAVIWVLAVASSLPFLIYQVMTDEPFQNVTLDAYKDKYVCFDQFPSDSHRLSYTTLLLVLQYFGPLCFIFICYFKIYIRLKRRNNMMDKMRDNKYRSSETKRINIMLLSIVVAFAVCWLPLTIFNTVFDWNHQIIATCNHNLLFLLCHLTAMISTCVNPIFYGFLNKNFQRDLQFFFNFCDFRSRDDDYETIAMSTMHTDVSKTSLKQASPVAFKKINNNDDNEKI
S1P4 agonist = agonists of human S1P4 receptor; 220,000 tested, 0.35% active; activation, % at 4.98 µM; S1P4-expressing cell line, agonist reporter assay; O95977; in the data active means activation above about 11%;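 further: 0% = DMSO vehicle and 100% = reference agonist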
Target sequence (O95977 whole entry, looked up): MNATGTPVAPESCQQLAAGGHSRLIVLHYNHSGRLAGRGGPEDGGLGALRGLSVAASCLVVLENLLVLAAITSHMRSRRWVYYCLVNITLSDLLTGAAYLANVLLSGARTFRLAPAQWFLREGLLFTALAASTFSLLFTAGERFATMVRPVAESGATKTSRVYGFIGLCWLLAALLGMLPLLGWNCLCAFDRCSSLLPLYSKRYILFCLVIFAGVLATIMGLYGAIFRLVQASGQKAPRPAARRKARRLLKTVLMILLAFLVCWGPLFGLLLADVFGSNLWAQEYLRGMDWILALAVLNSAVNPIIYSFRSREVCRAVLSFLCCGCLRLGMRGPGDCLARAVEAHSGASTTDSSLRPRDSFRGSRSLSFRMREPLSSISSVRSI
Ba/F3 V617F tox = loss of viability in JAK2V617F-driven Ba/F3 cells; inhibition, % at 5.6 µM; 220,000 tested, 1.1% active; Ba/F3 EpoR-JAK2V617F viability, ATP luminescence;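 active means inhibition above the campaign mean plus 3 SD over all tested compounds, cut at about 24% in these data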;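 further: cytokine-independent growth of Ba/F3 cells driven by EpoR plus mutant JAK2; 0% = DMSO-treated cells and 100% = JAK inhibitor I control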
NPY Y1 blocker = blocks the human neuropeptide Y Y1 receptor; P25929; HEK293-CNG Y1 cells, membrane potential fluorescence; NPY at EC95, then isoproterenol; inhibition, % at 3.6 µM; 200,000 tested, 1% active;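 active means inhibition above the campaign mean inhibition of all tested compounds plus 3 SD, cut at about 20% in these data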;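 further: 0% = DMSO wells given NPY plus isoproterenol and 100% = isoproterenol alone without NPY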
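System: HEK293 cells with Y1 receptor plus CNG channel / Probe or stimulus: NPY 25 nM then isoproterenol 1 µM plus Ro 20-1724 25 µM / Compound: one concentration, 3.6 µM, in 0.4% DMSO / Schedule: compound incubation 1 h at room temperature, readout 45 min post-stimulation / Measured by: membrane potential fluorescence / Read-out: % inhibition of NPY effect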
CHOP inhibitor = inhibitors of CHOP induction in ER stress response; 220,000 tested, 3.8% active; AID 2732; CHO-K1 CHOP-promoter luciferase, tunicamycin-induced, 15-18 h; inhibition, % at 10 µM;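 active means compounds that reduced the stress-induced luciferase reporter signal by more than about 70% of percent inhibition, limit read from the data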;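 further: 0% = tunicamycin plus vehicle and 100% = wells without tunicamycin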
p47phox inh = blocks human p47phox regulatory protein of NADPH oxidases; AID 1274; p47phox/p22phox peptide binding, fluorescence polarization, 2 h; 220,000 tested, 0.53% active; inhibition, % at 24.7 µM;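 active means inhibition above about 30%, limit read from the data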;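 further: 0% = p47phox with labelled peptide and 100% = labelled peptide alone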
S1P4 antagonist = human S1P4 receptor antagonism. O95977. S1P4-expressing cells, antagonist mode, reporter read-out. inhibition, % at 4.98 µM. 220,000 tested, 0.26% active. AID 1510; in the data active means inhibition above about 29%;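 further: 0% = wells stimulated with agonist and 100% = vehicle wells without agonist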
An asterisk follows results filed as active; · = not tested or not shown. No enrichment for hits; about 7.1% have a hit in one of these screens.

SMILES	NPY2 pot ag	BaF3 tox	NPY-Y1 PAM-ag	S1P4 agonist	Ba/F3 V617F tox	NPY Y1 blocker	CHOP inhibitor	p47phox inh	S1P4 antagonist
Cc1cc(/C=C2\SC(N)=NC2=O)c(C)n1-c1ccccc1	1	3	-13	0.2	0	-3	-9	-95	5
CCN1CCN(c2ccc(NC(=O)c3cccnc3)cc2Cl)CC1	4	8	3	1.2	4	0	8	-5	-15
COc1ccc(S(=O)(=O)Cc2ccc(C(=O)NC3CC3)o2)cc1	5	0	-1	-1.5	1	5	24	-14	-8
COc1cc(/C=C2/C(=O)ON=C2C)ccc1OCc1cccc(F)c1	-6	60*	-11	2.2	67*	6	104*	-7	-4
Cc1cc(C)n(-c2ccc(C(=O)OC(C)C)cc2)n1	-1	0	-12	0.6	4	3	39	5	-3
Cc1cc(C)nc(-n2nc(C)c3c(C(F)(F)F)cc(=O)[nH]c32)n1	1	4	-2	-1.0	-1	1	22	-5	-16
NS(=O)(=O)c1ccc(NC(=O)c2ccc(COc3ccccc3)o2)cc1	14	6	7	0.9	4	-5	20	-3	-23
Cc1cccc(OCC(=O)Nc2cc(S(=O)(=O)N3CCCCC3)ccc2N2CCN(C)CC2)c1	3	5	-13	0.1	2	8	27	-9	-14
OCC1(Cc2ccccc2)CCN(C2CCN(c3ccccc3F)CC2)CC1	-13	6	-16	0.9	1	3	12	5	9
CC(/C=C/c1ccc(O)cc1)=N/O	-9	0	-19	1.5	2	-2	23	-5	-1
CCCCNC(=O)CNC(=S)N(Cc1ccccc1F)C1CCCCC1	0	4	7	0.6	4	3	42	-1	-17
CC1CCC(NC(=O)C2CCC(CNS(=O)(=O)c3cccc4nsnc34)CC2)CC1 (stereo not given)	-9	5	9	1.0	-4	-2	16	1	-32
O=c1c(C(c2ccccc2)c2c(O)sc3ccccc3c2=O)c(O)sc2ccccc12	-2	2	20	0.0	-1	2	-3	-86	-14
COc1cc(CNCCc2ccccc2)cc(Br)c1OCC(=O)Nc1ccccc1C	4	8	-21	-2.5	5	5	60	-3	-18
CC(C)CC(NC(=O)C1CCC(C)CC1)C(=O)N1CCN(c2ccccn2)CC1 (stereo not given)	-5	3	8	1.6	-4	11	43	-3	0
COc1ccc(CC(=O)Nc2ccc(C(=O)Nc3ccccc3C(=O)O)cc2)cc1OC	10	6	-11	1.0	0	-1	28	-3	-33
N#Cc1nc(Cc2cccc3ccccc23)oc1N1CCC(C(N)=O)CC1	-22	4	-15	1.2	-2	-7	8	-11	-6
COc1ccc(-c2ccc(=O)n(CC(=O)Nc3cccc(O)c3)n2)cc1OC	10	1	-13	1.3	-3	7	40	-3	0
Cc1ccc(NC(=O)c2cc(S(=O)(=O)N3CCC4(CC3)OCCO4)ccc2F)cc1	4	4	8	1.5	0	9	20	-4	-3
CCCNCCC(c1ccco1)c1ccccc1OC (stereo not given)	-45	4	-12	1.4	0	11	-13	-4	1
COc1ccc(CNC(=O)C2CCN(S(=O)(=O)c3ccc(-c4nn[nH]n4)cc3)CC2)cc1	9	-1	11	1.0	-4	-4	-3	-8	-2
COC(=O)c1c(C(=O)OC)c(-c2ccc(C)cc2)n2c1CS(=O)C2 (stereo not given)	-4	7	-14	-0.4	3	1	-8	-10	-6
Cc1ccc(NC(=O)CN(C)CC(=O)Nc2ccc(N3CCOCC3)cc2)c([N+](=O)[O-])c1	6	7	8	0.3	4	6	-6	-12	-16
O=C(c1cccs1)N1CCN=C1SCc1ccc(F)cc1	1	2	1	0.7	-4	·	30	0	-9
CCCc1c(O)nc(SCC(=O)O)[nH]c1=O	10	5	18	-0.7	-3	3	76*	3	5
CCNC(=S)NS(=O)(=O)c1ccccc1	-3	4	0	3.8	0	7	-16	-15	-12
O=C(Oc1cccc(NC(=O)c2ccco2)c1)c1ccc(Br)c(S(=O)(=O)N2CCCCC2)c1	9	5	3	0.3	2	9	23	-13	-4
Cc1ccc(C(=O)Nc2ccc3c(c2)OCCO3)o1	16	4	-30	-3.4	-2	-2	-1	-2	0
Cc1ccccc1N(CC(=O)NC1CCCC1)C(=O)c1csnn1	6	-2	3	3.2	-2	-3	-12	5	7
CCCCNC(=O)NS(=O)(=O)c1ccc(NC(=O)C(NC(N)=O)C(C)CC)cc1 (stereo not given)	-18	-11	5	1.3	1	·	-3	0	-22
COc1ccc(CC(NC(C)=O)C(=O)NC2CCN(c3c(Cc4ccccc4)c(C)nc4ncnn34)CC2)cc1OC (stereo not given)	-1	1	-1	1.6	-1	3	0	-8	17
CC(=O)Nc1ccc(NC(=S)NC(=O)c2ccc([N+](=O)[O-])c(C)c2)cc1	-1	6	4	4.6	-1	-3	10	-37	-4
CC(C)=C1SC(N2CCN(c3ccc(Cl)cc3)CC2)=NC1=O	-7	2	-8	0.0	-2	-4	-5	-3	-7
N#CCCN1CCn2c1nc1ccccc12	-7	2	15	1.4	1	-1	11	-2	-1
C=CCOc1nc2c(c(=O)n(C)c(=O)n2C)n1Cc1ccccc1Cl	-6	4	-32	0.6	3	-1	28	-5	-12
Cc1ccc(Nc2ncc3c(n2)CC(c2ccco2)CC3=O)c(C)c1 (stereo not given)	3	2	-15	-1.0	-1	0	13	-15	2
O=C(N/N=C/c1cccnc1)c1ccc(Cn2cc([N+](=O)[O-])cn2)o1	-3	5	-3	0.2	0	-1	6	-15	-14
CCOC(=O)C1CCCN(CC(=O)c2c[nH]c3ccc(C)cc23)C1 (stereo not given)	-13	-3	5	1.6	0	·	-18	-15	5
COc1ccc(Br)cc1CNc1ccc(O)cc1	-6	6	-20	2.2	2	3	-24	-9	-2
COc1ccc(-n2c(C)cc(C(=O)CCl)c2C)cc1	10	0	9	0.1	3	-5	-121	-13	-4
CCCCC(c1nnnn1CCOC)N1CCN(CC)CC1 (stereo not given)	1	3	-9	1.5	1	2	13	-2	-7
Cc1nn(Cc2ccccc2)c(Cl)c1C(=O)NCCc1ccc(Cl)cc1	-5	4	-66	-1.2	3	7	7	-21	-23
O=C(CNC(=O)c1ccco1)OCc1ccc(C(=O)Oc2ccccc2)cc1	-11	2	-8	-1.1	-4	-1	-3	-11	-14
CCCCc1c(O)nc(SCC(=O)N2CCOCC2)[nH]c1=O	13	5	28	-0.7	-1	1	17	-14	-27
O=C(C1CCC1)N1CCc2cc(S(=O)(=O)NCc3ccccn3)ccc21	17	4	14	2.5	-4	-2	-24	-6	-16

Single values from the entries so far.
In S1P4 antagonist, Cc1ccc(Nc2ncc3c(n2)CC(c2ccco2)CC3=O)c(C)c1 (stereo not given) has the entry 2
In p47phox inh, CCCCC(c1nnnn1CCOC)N1CCN(CC)CC1 (stereo not given) has the entry -2

Nothing new here: 3 of the compounds above.
SMILES	NPY2 pot ag	BaF3 tox	NPY-Y1 PAM-ag	S1P4 agonist	Ba/F3 V617F tox	NPY Y1 blocker	CHOP inhibitor	p47phox inh	S1P4 antagonist
Cc1cc(/C=C2\SC(N)=NC2=O)c(C)n1-c1ccccc1	1	3	-13	0.2	0	-3	-9	-95	5
CCN1CCN(c2ccc(NC(=O)c3cccnc3)cc2Cl)CC1	4	8	3	1.2	4	0	8	-5	-15
COc1ccc(S(=O)(=O)Cc2ccc(C(=O)NC3CC3)o2)cc1	5	0	-1	-1.5	1	5	24	-14	-8

Other compounds.
SMILES	NPY2 pot ag	BaF3 tox	NPY-Y1 PAM-ag	S1P4 agonist	Ba/F3 V617F tox	NPY Y1 blocker	CHOP inhibitor	p47phox inh	S1P4 antagonist
CCOC(=O)c1[nH]c(C)c(C(=O)Nc2ccc(C)c(Cl)c2)c1C	-14	7	-28	0.9	2	-3	34	-9	1
CCC(C)Sc1nnc(CSc2nc3nc(C)cc(C)n3n2)o1 (stereo not given)	-16	3	-12	-0.2	3	-3	32	1	0
CC(C)(C)NC(=O)Cn1c(-c2nonc2N)nc2ccccc21	-10	3	-30	-0.5	1	5	-1	3	7
COC(=O)c1ccc(C(C(=O)NC2CCCCC2)N(C(=O)Cc2cccs2)C2CC2)cc1 (stereo not given)	14	6	27	1.1	3	11	58	-2	-9
CNC(=O)c1ccc(Nc2nnc(-c3ccc(C)c(S(=O)(=O)NCC4CCCO4)c3)c3ccccc23)cc1 (stereo not given)	1	5	1	1.2	0	1	-9	0	5
CN(C)c1ccc(/C=N/NC(=O)CSc2ccccn2)cc1	0	-5	8	2.0	-2	·	6	-2	-4
Cc1cc(C(=O)COC(=O)C23CC4CC(CC(O)(C4)C2)C3)c(C)n1-c1c(C)n(C)n(-c2ccccc2)c1=O	3	7	-5	0.8	0	8	1	-4	-4
Cc1cc(OCCCC(=O)NCCN2C(=O)S/C(=C\c3cccnc3)C2=O)ccc1Cl	-1	6	-6	-2.4	1	2	70	-13	-4
CCOC(=O)c1ccc(NC(=O)CCNS(=O)(=O)c2ccc3c(c2)oc(=O)n3C)cc1	21	2	10	-0.3	-6	2	34	-11	-8
COc1ccc(NC(=O)c2c(Cl)nc3ccccn23)cc1	-7	4	-14	1.2	1	10	1	-6	-3
COc1ccc(OC)c(NS(=O)(=O)c2ccc(Cl)s2)c1	3	3	-18	0.1	-1	-7	22	-11	-18
O=c1[nH]nc(Sc2ncnc3sccc23)n1CCc1ccccc1	2	-7	-7	-2.0	13	12	3	-4	16
Cc1nc2c(C)cccc2c2c1CCN2c1ccccc1F	-14	-2	-15	0.5	3	·	16	1	-6
C/C(=N\N1CCN(Cc2ccc(Cl)cc2)CC1)c1ccc(F)cc1	7	-5	-4	75*	2	·	39	-4	-2
Cc1ccc(NCc2nnc(SCC(N)=O)n2CCc2ccccc2)cc1	10	5	-6	0.0	-1	-4	-12	-2	-12
CCc1cccc(OCCCn2ccnc2)c1	-5	8	-15	3.2	0	2	8	-5	1
CCn1c2ccccc2c2cc(NC(=O)COC(=O)c3cc(OC)c(OC)cc3OC)ccc21	-8	3	0	-1.1	-2	1	-1	-17	-5

Entries above that contain an aryl thioether with sulfur outside any ring:
SMILES	NPY2 pot ag	BaF3 tox	NPY-Y1 PAM-ag	S1P4 agonist	Ba/F3 V617F tox	NPY Y1 blocker	CHOP inhibitor	p47phox inh	S1P4 antagonist
CCCc1c(O)nc(SCC(=O)O)[nH]c1=O	10	5	18	-0.7	-3	3	76*	3	5
CCCCc1c(O)nc(SCC(=O)N2CCOCC2)[nH]c1=O	13	5	28	-0.7	-1	1	17	-14	-27
CCC(C)Sc1nnc(CSc2nc3nc(C)cc(C)n3n2)o1 (stereo not given)	-16	3	-12	-0.2	3	-3	32	1	0
CN(C)c1ccc(/C=N/NC(=O)CSc2ccccn2)cc1	0	-5	8	2.0	-2	·	6	-2	-4
O=c1[nH]nc(Sc2ncnc3sccc23)n1CCc1ccccc1	2	-7	-7	-2.0	13	12	3	-4	16
Cc1ccc(NCc2nnc(SCC(N)=O)n2CCc2ccccc2)cc1	10	5	-6	0.0	-1	-4	-12	-2	-12

Source: PubChem
